Screening data deposited in PubChem by several laboratories.
CYP2C19 inhib – human CYP2C19 inhibition. P33261. CYP2C19 Supersomes, luciferin-H EGE luminescence, 30 min. inhibition, % at 5 µM. 21% of 96,000 active. AID 778;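 active means CYP2C19 inhibition above a set limit at 5 µM in the primary screen, cut at about 50% in these data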;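 further: plate controls were negative control wells for no effect and 2.5 mM tranylcypromine positive control for full effect; values of inactives mirror those of a sister screen read the other way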
CYP2C19 act – activators of human cytochrome P450 2C19; P33261; recombinant CYP2C19, luciferin-H EGE luminescence; stronger effect = higher value; 0 = fully inhibited enzyme, 1 = untreated enzyme; activation factor at 5 µM; 96,000 tested, under 10 active;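 active means activation factor of at least 2 at 5 µM in the primary screen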;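 further: 0 = wells with 2.5 mM tranylcypromine and 1 = vehicle-only wells; values of inactives mirror those of a sister screen read the other way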
CYP2C9 inh – inhibitors of human CYP2C9. P11712. CYP2C9 Supersomes, luciferin-H conversion, luminescence. inhibition, % at 5 µM. 20% of 96,000 active. AID 777;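 active means blocking of liver enzyme CYP2C9 beyond about 50% at 5 µM, limit read from the data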; further: values of inactives mirror those of a sister screen read the other way
Target sequence (P11712 whole entry, looked up): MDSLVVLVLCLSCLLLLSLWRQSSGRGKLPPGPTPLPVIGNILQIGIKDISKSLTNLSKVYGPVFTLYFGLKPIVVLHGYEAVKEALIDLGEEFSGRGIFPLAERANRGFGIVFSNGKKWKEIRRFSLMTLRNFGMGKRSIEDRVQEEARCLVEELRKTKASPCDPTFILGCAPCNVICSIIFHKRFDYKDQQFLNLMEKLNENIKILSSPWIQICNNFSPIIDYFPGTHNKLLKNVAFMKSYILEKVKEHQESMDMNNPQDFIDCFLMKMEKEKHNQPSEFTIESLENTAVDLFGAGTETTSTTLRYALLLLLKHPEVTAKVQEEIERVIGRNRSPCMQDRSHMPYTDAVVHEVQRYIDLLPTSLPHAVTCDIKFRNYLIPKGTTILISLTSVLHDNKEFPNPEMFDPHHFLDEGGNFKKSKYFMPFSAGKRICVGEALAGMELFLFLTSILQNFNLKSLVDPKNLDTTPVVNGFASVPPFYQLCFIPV
PLK1 PBD inh – inhibitors of human Plk1 polo box domain binding; P53350; Plk1 PBD phosphopeptide binding, fluorescence polarization; inhibition, %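 (tested at about 20 µM)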; 0.13% of 97,000 active; AID 693; in the data active means inhibition above about 34%, passing the limit was not always enough
EphB4 antag – blocks human EphB4 binding to ephrin-B2 | P54760 | EphB4 LBD / TNYL-RAW-Alexa532 peptide, fluorescence polarization | inhibition, % at 7 µM | 0.15% of 97,000 active;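 active means inhibition above the screen-wide mean inhibition plus 3 SD, cut at about 15% in these data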;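 further: 0% = DMSO wells and 100% = excess unlabeled TNYL-RAW peptide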
HIV Rev-RRE inh – disrupts HIV-1 Rev binding to RRE RNA; 0.79% of 97,000 active; P05866; Rev peptide-RRE RNA binding, FRET; inhibition, % at 8 µM;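 active means inhibition above the screen-wide mean plus 3 SD, cut at about 35% in these data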;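 further: 0% = median DMSO wells and 100% = median Neomycin B control wells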
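Assay system: labelled RRE RNA duplex and labelled Rev peptide / Medium: HEPES pH 7.5 salt buffer with EDTA / Reagent: labelled Rev peptide / Schedule: 5 + 15 min at 25 °C / Signal: FRET, excitation 480 nm, emission 540 nm donor and 671 nm acceptor / Benchmarks: DMSO and neomycin B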
PLK1 kinase inh – blocks human PLK1 kinase activity; 0.53% of 97,000 active; P53350; AID 619; recombinant PLK1 kinase, TR-FRET peptide phosphorylation; inhibition, % at 10 µM;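 active means inhibition of 50% or more in the single-concentration screen; inactive means inhibition below 50%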;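 further: 0% = DMSO max control and 100% = H-89 dihydrochloride min control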
CYP2C9 act – increases human cytochrome P450 2C9 activity. activation factor at 5 µM. P11712. 1.4% of 96,000 active. AID 1024. recombinant CYP2C9, luciferin-H conversion, luminescence; stronger effect = higher value; factor 1 = untreated enzyme, 0 = blocked;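 active means activation factor of 2 or more for CYP2C9 at a 5 µM dose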;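 further: 0 = sulfaphenazole-blocked wells and 1 = vehicle-only wells; values of inactives mirror those of a sister screen read the other way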
PLAP act – activators of human placental alkaline phosphatase. activation fold at 20 µM. P05187. purified PLAP enzyme, luminescent substrate read-out; stronger effect = higher value. AID 696. 1.2% of 96,000 active; in the data active means activation fold above about 2
Target sequence (P05187 whole entry, looked up): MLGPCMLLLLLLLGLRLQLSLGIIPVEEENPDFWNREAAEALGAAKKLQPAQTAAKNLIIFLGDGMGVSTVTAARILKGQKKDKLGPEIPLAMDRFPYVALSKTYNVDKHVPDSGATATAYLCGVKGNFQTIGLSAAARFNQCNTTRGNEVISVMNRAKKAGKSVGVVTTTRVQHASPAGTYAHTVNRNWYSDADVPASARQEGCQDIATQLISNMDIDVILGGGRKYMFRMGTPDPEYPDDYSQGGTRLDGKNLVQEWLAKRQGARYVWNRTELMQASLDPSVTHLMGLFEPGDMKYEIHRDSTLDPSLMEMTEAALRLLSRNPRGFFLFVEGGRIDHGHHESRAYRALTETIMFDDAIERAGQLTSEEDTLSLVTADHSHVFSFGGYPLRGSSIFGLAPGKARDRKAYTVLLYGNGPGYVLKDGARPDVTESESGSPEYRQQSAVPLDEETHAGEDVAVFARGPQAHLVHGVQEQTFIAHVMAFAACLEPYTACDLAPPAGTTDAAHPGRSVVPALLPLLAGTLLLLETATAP
* hit, by the source's call; . = not tested or not shown.

CYP2C19 inhib	CYP2C19 act	CYP2C9 inh	PLK1 PBD inh	EphB4 antag	HIV Rev-RRE inh	PLK1 kinase inh	CYP2C9 act	PLAP act	molecule
29	0.7	41	5	2	7	-10	0.6	1.1	CCOc1cc(C(=O)OCC(=O)c2c[nH]c3ccccc23)ccc1OCC(=O)N1CCOCC1
59*	0.4	59*	2	-3	4	2	0.4	0.9	Fc1ccc(C(CCCn2nnc(-c3cccnc3)n2)c2ccc(F)cc2)cc1
90*	0.1	68*	0	-2	0	-8	0.3	1.1	COc1ccc(-c2[nH]ncc2/C=N\NS(=O)(=O)c2ccc(Cl)cc2)cc1
-19	1.2	1	12	6	7	-9	1	1	O=C(NCCCCNC(=O)c1c(F)c(F)c(F)c(F)c1F)c1c(F)c(F)c(F)c(F)c1F
-12	1.1	-8	10	-6	-2	-6	1.1	1.3	CCc1c(C)c2nncn2[nH]c1=O
1	1	16	-20	1	18	-13	0.8	1.1	Cc1c(/C=C(\C#N)c2nn(-c3ccccc3)c(N)c2C#N)c2ccccc2n1Cc1ccc(F)cc1
42	0.6	66*	0	6	3	-8	0.3	1	N#Cc1cc([N+](=O)[O-])c(-n2nnc3ccccc32)c([N+](=O)[O-])c1
.	.	.	-25	4	5	-5	.	.	Cc1ccc(S(=O)(=O)c2nc(-c3ccc(F)cc3)oc2SCC(N)=O)cc1
0	1	50*	6	2	11	-7	0.5	1.4	CCc1ccccc1NC(=O)C(Cc1cccc(OC)c1OC)c1nn[nH]n1 (stereo unspecified)
-7	1.1	-13	7	-7	6	-5	1.1	1	COc1ccc(OC(=O)c2cc3ccccc3o2)cc1
22	0.8	23	-8	-9	8	-10	0.8	1.1	COn1c(=O)c(-c2cccs2)[n+]([O-])c2ccccc21
10	0.9	49	-17	1	19	-1	0.5	1.7	N#C/C(=C(/O)COC(=O)CCC1CCCCC1)c1nc2ccccc2[nH]1
62*	0.4	37	12	2	3	-7	0.6	1.1	Cc1ccc(S(=O)(=O)N/N=C\c2cc([N+](=O)[O-])ccc2Cl)cc1
69*	0.3	38	23	-5	2	-9	0.6	1.5	CCOC(=O)c1cc2c(ccn2C)n1CC(=O)N1CCN(c2ccccc2OC)CC1
59*	0.4	13	11	5	-4	-3	0.9	1.4	COCCNCCOc1ccccc1-c1ccccc1

Part of the list above in order of count of non-hydrogen atoms, lowest first:
CYP2C19 inhib	CYP2C19 act	CYP2C9 inh	PLK1 PBD inh	EphB4 antag	HIV Rev-RRE inh	PLK1 kinase inh	CYP2C9 act	PLAP act	molecule
42	0.6	66*	0	6	3	-8	0.3	1	N#Cc1cc([N+](=O)[O-])c(-n2nnc3ccccc32)c([N+](=O)[O-])c1
90*	0.1	68*	0	-2	0	-8	0.3	1.1	COc1ccc(-c2[nH]ncc2/C=N\NS(=O)(=O)c2ccc(Cl)cc2)cc1
29	0.7	41	5	2	7	-10	0.6	1.1	CCOc1cc(C(=O)OCC(=O)c2c[nH]c3ccccc23)ccc1OCC(=O)N1CCOCC1

(continued)
CYP2C19 inhib	CYP2C19 act	CYP2C9 inh	PLK1 PBD inh	EphB4 antag	HIV Rev-RRE inh	PLK1 kinase inh	CYP2C9 act	PLAP act	molecule
-6	1.1	-1	-4	7	1	-17	1	1.5	CCN1CCN(CC(=O)Nc2sc3c(c2C#N)CCC(C)C3)CC1 (stereo unspecified)
6	0.9	-1	-4	-3	2	-7	1	1	Cc1cc2ccccc2cc(C)c1=O
88*	0.1	37	21	6	15	0	0.6	1	CN(C)c1ccc(C(=S)NCc2ccco2)cc1
82*	0.2	52*	-17	0	7	-10	0.5	0.9	FC(F)(F)c1nc(N2CCCC2)ncc1-c1nnnn1-c1ccccc1
-4	1	4	9	4	2	-5	1	0.9	Cc1c(NC(=O)c2cc3ccccc3oc2=O)c(=O)n(-c2ccccc2)n1C
33	0.7	60*	-16	0	8	-2	0.4	1.6	COc1cccc(C2CC(C(F)(F)F)n3ncc(C(=O)NCC4CCCO4)c3N2)c1 (stereo unspecified)
23	0.8	-3	24	-2	-2	-9	1	1.4	COc1ccc(C2(C(=O)NCc3ccco3)CCCC2)cc1OC
6	0.9	50	-9	2	-3	4	0.5	1.7	S=c1[nH]nc(C2COc3ccccc3O2)o1 (stereo unspecified)
4	1	-15	15	-10	2	8	1.1	1	CC(=O)OC(C)(CCC(C)(OC(C)=O)C(C)=O)C(C)=O (stereo unspecified)
-9	1.1	-26	.	.	.	.	1.3	1	CSc1nnc2c(n1)OC(C1CC=C(C)CC1)Nc1ccccc1-2 (stereo unspecified)
97*	0	97*	0	5	11	-9	0	1.4	COc1ccc(Cl)cc1N1C(=O)/C(=C\c2sccc2C)N=C1SCC(=O)NC1CC1
.	.	.	-25	-2	6	-14	.	.	CC(C)Nc1nc(NC(C)C)nc(NS(=O)(=O)c2ccc(N)cc2)n1
-15	1.1	-9	15	-8	7	0	1.1	0.8	O=C(Cc1cc(=O)[nH]c(=O)[nH]1)NCC1CCCO1 (stereo unspecified)
-13	1.1	2	14	-1	7	-9	1	0.8	Cc1cc(C)c2nc3s/c(=C/c4ccccc4)c(=O)n3c2c1
2	1	17	-32	-11	7	-7	0.8	1.1	Cc1noc(N)c1C(=O)Nc1ccc(F)cc1

Following part.
CYP2C19 inhib	CYP2C19 act	CYP2C9 inh	PLK1 PBD inh	EphB4 antag	HIV Rev-RRE inh	PLK1 kinase inh	CYP2C9 act	PLAP act	molecule
1	1	1	12	-4	5	-1	1	0.9	Cc1nc(SC2C=CS(=O)(=O)C2)n[nH]1 (stereo unspecified)
77*	0.2	86*	-17	-3	12	-21	0.1	1.2	COc1ccccc1C1C2C(=O)N(c3ccccc3)C(=O)C2ON1c1ccccc1 (stereo unspecified)
-10	1.1	-35	16	6	10	-22	1.4	0.8	COc1cccc(-c2nc(-c3ccc(NC(=O)Cc4ccccc4OC)cc3)no2)c1
-2	1	30	-2	0	-2	-3	0.7	1.1	COc1cccc(-c2nnc(SCc3ccccn3)n2C)c1
47	0.5	58*	3	2	6	-7	0.4	1.2	CC(Sc1nc(-c2ccccc2)cc(C(F)(F)F)n1)C(=O)N1CCCCC1 (stereo unspecified)
-12	1.1	-1	25	0	7	-16	1	1.1	O=P(O)(CCc1ccccn1)CN1CCOCC1
32	0.7	21	-22	-1	20	-3	0.8	0.8	CCC(C)c1ccc(OCC(=O)Nc2ccc(Cl)cn2)cc1 (stereo unspecified)
8	0.9	12	10	0	4	-11	0.9	0.8	CNS(=O)(=O)c1cc(OC)ccc1OC
.	.	.	3	-8	1	-7	.	.	COc1ccc(CN(Cc2ccc(OC)cc2)S(=O)(=O)c2ccc(-n3cnnn3)c(C)c2)cc1
64*	0.4	22	-23	3	24	18	0.8	1.1	Nc1ccc(N2CCCCCC2)cc1
19	0.8	-52	22	-5	-4	-6	1.5	0.9	Cc1ccc(CNC(=O)Cn2cccc2C(=O)c2ccccc2)cc1
16	0.8	34	-1	0	19	-15	0.7	1.1	O=C(N/N=C\c1ccc(-c2ccc(Cl)c(Cl)c2)o1)C(=O)N1CCCC1
-1	1	15	-2	-6	5	62*	0.9	1.1	CCN(CC)CCNC(=O)Cn1nc(Cc2cccnc2)c2ccccc2c1=O
44	0.6	37	7	7	8	-10	0.6	1.3	O=C(NCc1ccccc1C(F)(F)F)C12CN(Cc3ccccc3)CC1C(c1ccc([N+](=O)[O-])cc1)=NO2 (stereo unspecified)
0	1	13	.	.	.	.	0.9	1.2	CCOC(=O)c1cc2c(=O)n3cccc(C)c3nc2n(Cc2ccccc2Cl)c1=N

Single entries from the list.
COCCNCCOc1ccccc1-c1ccccc1 | CYP2C19 inhib = 59*
CCc1ccccc1NC(=O)C(Cc1cccc(OC)c1OC)c1nn[nH]n1 (stereo unspecified) | CYP2C9 inh = 50*
CCC(C)c1ccc(OCC(=O)Nc2ccc(Cl)cn2)cc1 (stereo unspecified) | CYP2C9 inh = 21
CCc1c(C)c2nncn2[nH]c1=O | CYP2C19 act = 1.1
CCOC(=O)c1cc2c(=O)n3cccc(C)c3nc2n(Cc2ccccc2Cl)c1=N | CYP2C9 inh = 13

More results:
CYP2C19 inhib	CYP2C19 act	CYP2C9 inh	PLK1 PBD inh	EphB4 antag	HIV Rev-RRE inh	PLK1 kinase inh	CYP2C9 act	PLAP act	molecule
14	0.9	14	-16	-8	5	-1	0.9	1.1	O=C(CN1C(=O)COc2ccccc21)N(Cc1ccc2c(c1)OCO2)CC1CCCO1 (stereo unspecified)
32	0.7	51*	8	6	7	17	0.5	1.1	COc1ccc(-c2nc(C#N)c(NCc3cccnc3)o2)cc1OC
.	.	.	-7	3	8	-5	.	.	COc1ccc(/C=C/C(=O)c2cc(F)ccc2OC(=O)c2ccccc2)cc1OC
80*	0.2	-49	10	4	6	-7	1.5	1.5	COc1ccccc1-c1ccc(Nc2cccc(C(C)=O)c2)nn1
20	0.8	61*	-16	2	23	-20	0.4	0.7	CSc1cc(-c2ccccc2)n(Cc2ccccc2Cl)c(=O)c1C#N
29	0.7	8	-23	6	17	-7	0.9	1.1	CCc1ccccc1OCCOc1ccc(C)cc1OC
34	0.7	57*	11	4	2	-12	0.4	1.3	CCOC(=O)NC1(NC2CCCCC2)Oc2ccccc2O1
24	0.8	16	-23	7	0	-6	0.8	0.6	COc1ccc(-c2noc(Cc3cccs3)n2)cc1
96*	0	60*	-6	-8	4	-5	0.4	0.9	CCc1cc(C(=O)COc2ccccc2F)c(O)cc1O
-5	1	10	7	0	5	-5	0.9	0.9	O=C(NC1CC1)c1cc(-c2ccccn2)nc2ccccc12
5	0.9	-12	-16	3	6	-9	1.1	1.2	CC(=O)OCCOc1nc(N(C)C)nc(N(C)C)n1
25	0.8	9	-2	1	2	-3	0.9	1.1	Cc1ccc(NC(=O)CCn2c(=O)oc3ccccc32)cc1
44	0.6	2	-13	0	6	-13	1	1	CCn1c(SCCC#N)nnc1-c1ccncc1
13	0.9	3	10	-2	10	-13	1	1.1	O=C(NCc1cccnc1)C1CCN(S(=O)(=O)c2cccnc2)CC1
-3	1	-6	.	.	.	.	1.1	0.9	CC(C)C(c1nnnn1Cc1ccco1)N1CCN(c2nc3ccccc3s2)CC1 (stereo unspecified)
25	0.8	-4	7	0	4	-13	1	1.3	CC1(C(=O)CSc2n[nH]c(-c3ccccc3Cl)n2)CCC(=O)O1 (stereo unspecified)
27	0.7	37	1	3	1	-9	0.6	1.5	Cn1c(=O)c2c(nc(CN3CCN(C(=O)c4ccco4)CC3)n2Cc2ccccc2)n(C)c1=O
97*	0	35	11	5	9	-8	0.6	1	Cc1ccc(C)c(Cn2cnc3c(cnn3C(C)(C)C)c2=O)c1
